Source: PubChem BioAssay
JMJD2A Tudor: JMJD2A Tudor domain (human) inhibition; O75164; AlphaScreen JMJD2A-Tudor / H3K4me3 peptide binding; Potency, µM (titrated, usually from 114 µM), for inactives: top-dose activity change, negative = inhibition, usual class: inhibitors; hit rate 4.4% among 390,000; AID 504339; note: % is set by controls: 0 for no effect and ±100 for the full control effect; nearly all actives have a fitted effect of over 50% in size
BAZ2B inh: inhibitors of human BAZ2B bromodomain; Q9UIF8; AlphaScreen BAZ2B-H3K14Ac peptide displacement; Potency, µM (doses to about 114 µM), without a hit: top-dose activity change, negative = inhibition, most hits filed as inhibitors; hit rate 4.4% among 360,000; note: % is set by controls: 0 for no effect and ±100 for the full control effect; nearly all actives have a fitted effect of over 60% in size
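Complex of BAZ2B and biotin-H3K14Ac (50 nM apiece) forms over 30 min at RT, then faces library compounds up to 110 uM for another 30 min; AlphaScreen beads added, 20 min dark incubation, luminescence read.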
Tb PGK inh: T. brucei PGK inhibition. Potency, µM (top dose mostly 57.5 µM), for inactives: at the top dose activity change, negative = inhibition, actives largely listed as inhibitors. hit rate 0.043% among 380,000. PGK/GAPDH coupled, Kinase-Glo luminescence, 60 min; note: % is set by controls: 0 for no effect and ±100 for the full control effect; nearly all actives have a fitted effect of over 60% in size
Target sequence (P07378 whole entry, looked up): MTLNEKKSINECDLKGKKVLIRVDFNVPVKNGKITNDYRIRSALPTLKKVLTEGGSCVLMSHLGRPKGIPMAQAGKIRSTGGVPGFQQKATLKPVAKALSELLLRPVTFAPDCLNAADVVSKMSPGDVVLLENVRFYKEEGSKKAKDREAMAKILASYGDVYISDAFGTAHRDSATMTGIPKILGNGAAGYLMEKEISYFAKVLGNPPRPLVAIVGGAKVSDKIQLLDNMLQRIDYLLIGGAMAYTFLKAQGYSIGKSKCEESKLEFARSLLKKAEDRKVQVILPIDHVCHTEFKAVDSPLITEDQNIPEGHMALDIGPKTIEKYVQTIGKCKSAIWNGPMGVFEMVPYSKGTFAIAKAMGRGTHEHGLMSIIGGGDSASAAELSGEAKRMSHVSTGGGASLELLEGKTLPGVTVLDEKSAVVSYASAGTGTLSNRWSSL
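Luminescent ATP detection (Kinase-Glo Plus) follows a 60-minute room-temperature incubation, with wells lacking PGK as controls. Buffer: 100 mM TEA (pH 7.6), 5 mM MgCl2, 0.01% Tween-20. Coupling enzyme GAPDH (100 nM final) supplies unstable 1,3-BPG in-well.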
POLI inh: DNA polymerase iota (human) inhibition | Pol iota fluorescent replication assay, 10 min | hit rate 1% among 390,000 | Q9UNA4 | Potency, µM (highest dose often 115 µM), for inactives: top-dose activity, negative = inhibition, usual class: inhibitors | AID 588590
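Pol iota at 10 nM preincubated 15 min with compounds at room temperature; reaction started with fluorescent substrate, 50 nM final. Fluorescence read kinetically at 0 and 10 min; buffer-only wells as negative control.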
G9a block: blocks human histone lysine methyltransferase G9a. G9a H3K9 monomethylation, AlphaScreen, 2 h. Potency, µM (highest dose often 102 µM), for inactives: at the highest dose activity, negative = inhibition, most hits filed as inhibitors. hit rate 8.8% among 350,000. AID 504332; note: % is set by controls: 0 for no effect and ±100 for the full control effect; nearly all actives have a fitted effect of over 75% in size
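G9a (20 nM) was preincubated 15 min with compound, then reacted 2 h at room temperature with 500 nM biotin-H3K9 peptide and 20 µM SAM. Monomethyl-H3K9 detected by AlphaScreen using anti-H3K9me1 antibody.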
BLM inh: Bloom syndrome helicase (human) inhibition | P54132 | recombinant BLM DNA unwinding, fluorescence dequenching | Potency, µM (doses to about 56.1 µM), inactives show at the highest dose activity change, negative = inhibition, most hits filed as inhibitors | hit rate 0.2% among 350,000 | AID 2528;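 note: plate controls were vehicle for no effect and no enzyme for full effect; nearly all actives have a fitted effect of over 35% in size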
Pin1 inhibitor: human Pin1 inhibition | Potency, µM (titrated, usually from 115 µM), for the others: top-dose activity, negative = inhibition, usual class: inhibitors | AID 504891 | Q13526 | hit rate 0.009% among 390,000 | Pin1 FP peptide displacement, HiFluor488, 10 min; active = well fitted inhibition curve with a large enough effect in the polarisation, with a control signal flat, not every such curve was filed as active; inconclusive = small, poorly fitted or top-dose-only effect, or effect the other way, or a change in a side signal; inactive = no such curve, though single readings can be large or run the other way; the % refers to the polarisation; note: % is set by controls: 0 for no effect and ±100 for the full control effect
Target sequence (Q13526 whole entry, looked up): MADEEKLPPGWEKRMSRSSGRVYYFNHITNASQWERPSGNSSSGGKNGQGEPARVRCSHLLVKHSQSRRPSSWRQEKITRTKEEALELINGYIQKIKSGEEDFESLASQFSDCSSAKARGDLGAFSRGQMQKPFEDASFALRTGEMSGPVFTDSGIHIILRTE
GLS inh: blocks human kidney-isoform glutaminase activity | GLS enzymatic activity, qHTS titration | Potency, µM (top dose mostly 45.5 µM), inactives show at the top dose activity change, negative = inhibition, hits mostly inhibitors | hit rate 0.21% among 410,000 | AID 624170; note: % is set by controls: 0 for no effect and ±100 for the full control effect
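Compounds were pin-transferred onto hKGA, after which L-glutamine (1 mM solution) and a detection mix of glutamate oxidase, HRP and Amplex Red were added. Initial and 30 min RT fluorescence reads were collected.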
HP1b chromo inh: blocks HP1-beta chromodomain binding to methylated histone tails; P83916; AlphaScreen HP1-beta / biotin-H3K9me3 peptide binding; Potency, µM (top dose mostly 114 µM), inactives show top-dose activity change, negative = inhibition, most hits filed as inhibitors; hit rate 0.56% among 390,000; AID 540317; note: nearly all actives have a fitted effect of over 70% in size; inactives centre near 23
Target sequence (P83916 whole entry, looked up): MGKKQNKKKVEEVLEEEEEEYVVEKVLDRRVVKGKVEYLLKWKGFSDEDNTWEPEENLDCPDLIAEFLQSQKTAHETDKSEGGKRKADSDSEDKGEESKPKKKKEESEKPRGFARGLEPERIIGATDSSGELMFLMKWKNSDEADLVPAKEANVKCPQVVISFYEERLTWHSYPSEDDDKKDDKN
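AlphaScreen: HP1-beta (50 nM) preformed 30 min with biotin-H3(1-18)K9me3 peptide (50 nM) in PBS pH 7.4, 0.01% Tween-20. Compound added for 30 min at RT, then streptavidin donor/nickel chelate acceptor beads (10 ug/mL) for 30 min.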
* = called active by the depositor; & = joins results of further samples; [ ] = another dose, or the depositor's remark. Unless noted, calls come from the whole dose curve; as a rule, active = well fitted curve in the direction sought with a large enough effect; inconclusive = small, poorly fitted or top-dose-only effect, or another doubt; inactive = no such curve, though single readings can be large; an effect the other way counts as inactive or inconclusive. Potency is the fitted concentration of half-maximal effect. A portion of the library; the hit share may differ from the screen's.

For COC(=O)Cn1cc(C(=O)OC)c2ccccc21 the results were JMJD2A Tudor -13%, BAZ2B inh -20%, Tb PGK inh -8%, POLI inh 32%[activator], G9a block inconclusive, BLM inh -3%, Pin1 inhibitor -3%, GLS inh -3% and HP1b chromo inh 33%.
For CCOC(=O)/C=C/c1ccccc1S(=O)(=O)NC(C)(C)C the results were JMJD2A Tudor -21%, Tb PGK inh 2%, POLI inh 1%&8%, Pin1 inhibitor -1%, GLS inh 18% and HP1b chromo inh 21%.
For NC(=O)c1ccc([N+](=O)[O-])cc1SCc1ccccc1 the results were JMJD2A Tudor -29%, BAZ2B inh inconclusive, Tb PGK inh -4%, POLI inh inconclusive, G9a block 40µM*, BLM inh -11%, Pin1 inhibitor -13%, GLS inh -4% and HP1b chromo inh 17%.
CCN(Cc1ccccc1)S(=O)(=O)c1ccc(F)cc1 was read as JMJD2A Tudor 44%[activator], BAZ2B inh 18%, Tb PGK inh 6%, POLI inh 6%, BLM inh 0%, Pin1 inhibitor 2%, GLS inh 3% and HP1b chromo inh 86%[activator].
`O=C(COC(=O)c1ccc2c(c1)OCO2)Nc1ccccc1OC(F)F` gave JMJD2A Tudor 2%, Tb PGK inh inactive, POLI inh -10%, Pin1 inhibitor -2%, GLS inh -9% and HP1b chromo inh 32%.
Screening CCOc1ccccc1NC(=O)CSc1ccc([N+](=O)[O-])cc1 returned JMJD2A Tudor -28%, BAZ2B inh -37%, Tb PGK inh 18%, POLI inh 85%[activator], G9a block -41%, BLM inh -3%, Pin1 inhibitor -4%, GLS inh 5% and HP1b chromo inh 11%.
O=C(NC1CCCC1)C(c1ccc(F)cc1)N(Cc1ccc(Cl)cc1)C(=O)CCl (centres undefined) was read as JMJD2A Tudor -19%, BAZ2B inh 2%, Tb PGK inh inactive, POLI inh 18%, G9a block inconclusive, BLM inh -4%, Pin1 inhibitor -7%, GLS inh -1% and HP1b chromo inh 27%.
Cc1nnc2nc(-c3ccccc3)nc(-c3ccccc3)n12 was read as JMJD2A Tudor 1%, BAZ2B inh 5%, Tb PGK inh 0%, POLI inh 10%, G9a block 44%[activator], BLM inh 3%, Pin1 inhibitor -5%, GLS inh -2% and HP1b chromo inh 45%[activator].
Screening CN(Cc1ccc(OC(F)F)cc1)C(=O)C1CCN(S(=O)(=O)c2ccc3c(c2)OCCO3)CC1 returned JMJD2A Tudor -14%, BAZ2B inh -3%, Tb PGK inh 1%, POLI inh 15%, G9a block 2%[12.7 µM], Pin1 inhibitor 10%, GLS inh -1% and HP1b chromo inh 49%[activator].
Screening Cc1ccnc2nc(NC(=O)c3ccccc3Cl)nn12 returned JMJD2A Tudor -19%, BAZ2B inh 0%, Tb PGK inh 6%, POLI inh -2%, G9a block 7%[59 µM], BLM inh 0%, Pin1 inhibitor -10%, GLS inh -13% and HP1b chromo inh 15%.
COc1ccc(/C=C2\CCC(C3CCCC3)C2=O)cc1 (centres undefined) was read as JMJD2A Tudor -4%, BAZ2B inh 13%, Tb PGK inh -5%, POLI inh 148%[activator], G9a block 16%, BLM inh -2%, Pin1 inhibitor -2%, GLS inh 9% and HP1b chromo inh 4%.
For Cc1ccc(NC(=O)C2CCN(c3cnccn3)CC2)cc1 the results were JMJD2A Tudor 3%, BAZ2B inh 1%, Tb PGK inh inactive, POLI inh 25%, G9a block 4%, BLM inh 1%, Pin1 inhibitor 8%, GLS inh -12% and HP1b chromo inh 39%[activator].
For COc1cccc(C2C(C#N)=C(N)Oc3c2oc(CO)cc3=O)c1OC (centres undefined) the results were JMJD2A Tudor 18µM*, BAZ2B inh -1%, Tb PGK inh inactive, POLI inh 10%, G9a block inconclusive, BLM inh -4%, Pin1 inhibitor 14%, GLS inh 17% and HP1b chromo inh -6%.
For COc1cc(O)ccc1C=O the results were JMJD2A Tudor -6%, BAZ2B inh -1%, Tb PGK inh -2%, POLI inh 32%[activator], G9a block 26%[59 µM], BLM inh 0%, Pin1 inhibitor -4%, GLS inh -1% and HP1b chromo inh 37%.
For Cc1ccc2cc(CN(Cc3ccco3)C(=O)c3cccs3)c(=O)[nH]c2c1 the results were JMJD2A Tudor -20%, BAZ2B inh -35%, Tb PGK inh -1%, POLI inh -1%, G9a block 13%[12.7 µM], BLM inh -3%, Pin1 inhibitor 5%, GLS inh 0% and HP1b chromo inh 7%.
For O=C(CS(=O)(=O)Cc1ccccc1)Nc1ccccn1 the results were JMJD2A Tudor -11%, BAZ2B inh 7%, Tb PGK inh -8%, POLI inh 21%, G9a block inconclusive, BLM inh 0%, Pin1 inhibitor -1%, GLS inh 11% and HP1b chromo inh 29%.
COc1ccc(N(CC(=O)N2CCN(C)CC2)S(=O)(=O)c2ccccc2)cc1 was read as JMJD2A Tudor -3%, BAZ2B inh 2%, Tb PGK inh 6%, POLI inh 63%[activator], G9a block 11%, BLM inh 1%, Pin1 inhibitor 0%, GLS inh 0% and HP1b chromo inh 15%.
CCOc1ccc(CCNC(=O)CS(=O)Cc2nc(-c3ccccc3C)oc2C)cc1OCC (centres undefined) was read as JMJD2A Tudor -10%, BAZ2B inh -28%, Tb PGK inh 1%, POLI inh 6%, G9a block inconclusive, BLM inh 2%, Pin1 inhibitor 2%, GLS inh 1% and HP1b chromo inh 29%.
`O=C(NCCc1nc2ccccc2[nH]1)/C(=C/c1ccco1)NC(=O)c1ccc(Br)o1` gave JMJD2A Tudor -10%, BAZ2B inh 0%, Tb PGK inh inactive, POLI inh -8%, G9a block inconclusive, BLM inh 1%, Pin1 inhibitor -3%, GLS inh 1% and HP1b chromo inh 16%.
`Cc1ccc2c(CC(=O)NC3=NCCS3)coc2c1` gave JMJD2A Tudor -17%, BAZ2B inh inconclusive, Tb PGK inh 7%, POLI inh 3%, G9a block -21%[12.7 µM], BLM inh -1%, Pin1 inhibitor -6%, GLS inh 13% and HP1b chromo inh 37%[activator].
`COc1ccccc1-c1cc(C(F)(F)F)n2ncc(C(=O)N3CCc4ccccc4C3)c2n1` gave JMJD2A Tudor 12%, BAZ2B inh 0%, Tb PGK inh 2%, POLI inh 19%, G9a block 11%, BLM inh -13%, Pin1 inhibitor 5%, GLS inh -4% and HP1b chromo inh 63%[activator].
For O=C(CN1CCSc2ccccc21)N1CCCCC1 the results were JMJD2A Tudor -14%, BAZ2B inh -12%, Tb PGK inh -2%, POLI inh 25%, G9a block -7%[59 µM], BLM inh -1%, Pin1 inhibitor 2%, GLS inh 2% and HP1b chromo inh 20%[57 µM].
Screening CCCCn1c(=N)n(CCOc2ccc(C)cc2)c2ccccc21 returned JMJD2A Tudor 1%, BAZ2B inh -20%, Tb PGK inh 15%, POLI inh -19%, G9a block -5%, BLM inh 4%, Pin1 inhibitor -3%, GLS inh 4% and HP1b chromo inh 18%.
`CCC(NS(=O)(=O)c1cnn(CC)c1)c1ccccc1` (centres undefined) gave JMJD2A Tudor -4%[11.4 µM], BAZ2B inh -31%, Tb PGK inh 8%, POLI inh 9%, G9a block -27%, BLM inh 7%, Pin1 inhibitor 0%, GLS inh 3% and HP1b chromo inh 40%[activator].
`O=C(CNC(=O)C12CC3CC(CC(C3)C1)C2)NCc1ccccc1` gave JMJD2A Tudor -10%, BAZ2B inh -2%, Tb PGK inh -2%, POLI inh 45%[activator], G9a block -4%, Pin1 inhibitor 0%, GLS inh -10% and HP1b chromo inh 10%.
For COc1ccccc1CNc1ccc2nnc(CCNC(=O)c3ccccc3)n2n1 the results were JMJD2A Tudor -2%, Tb PGK inh -16%, POLI inh 75%[activator], G9a block 8%, BLM inh 1%, Pin1 inhibitor -1%, GLS inh 0% and HP1b chromo inh 30%.
`Cc1ccnc2c1ccc1ccccc12` gave JMJD2A Tudor 17%, BAZ2B inh 43%[activator], Tb PGK inh 2%, POLI inh 10%&18%, G9a block 65%[activator], BLM inh -9%, Pin1 inhibitor 0%, GLS inh -2% and HP1b chromo inh 78%[activator].
Screening O=C1/C(=C\c2cc(Br)cc(Br)c2O)SC(=S)N1Cc1ccccc1 returned JMJD2A Tudor 28µM*, BAZ2B inh 10µM*, Tb PGK inh -26%, POLI inh 3.2µM*, G9a block -10%[2.33 µM], BLM inh -29%, Pin1 inhibitor 16%, GLS inh 21% and HP1b chromo inh 32µM*.
`CN(CC(=O)Nc1cccc(Cl)c1)S(=O)(=O)c1ccc2c(c1)n(C)c(=O)c(=O)n2C` gave JMJD2A Tudor inconclusive, BAZ2B inh -5%, Tb PGK inh 1%, POLI inh inconclusive, BLM inh -2%, Pin1 inhibitor 7%, GLS inh 9% and HP1b chromo inh -11%.
O=C(NC(NC(=S)N1CCOCC1)C(Cl)(Cl)Cl)c1ccc(Cl)cc1 (centres undefined) was read as JMJD2A Tudor -9%, BAZ2B inh 6%, Tb PGK inh 10%, POLI inh 25%, G9a block -7%[59 µM], BLM inh -3%, Pin1 inhibitor 10%, GLS inh -2% and HP1b chromo inh 29%.
CC(=O)N1N=C(c2ccncc2)OC12CCCCC2 was read as JMJD2A Tudor -5%, BAZ2B inh -5%, Tb PGK inh -2%, POLI inh -18%, G9a block -7%, BLM inh -1%, Pin1 inhibitor 2%, GLS inh -7% and HP1b chromo inh 35%.
